CatB mixtures: inhibitors of human cathepsin B in compound mixtures; P07858; AID 488; 62,000 compounds, 0.06% hits; Purified cathepsin B, AMC dipeptide fluorescence; inhibition, %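 (ten-compound pools at 5 µM per compound and 50 µM total)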; in the data active = inhibition above about 22%, passing the limit was not always enough;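 note: 0% = enzyme without compound and 100% = no enzyme blank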
CatB block: inhibitors of human cathepsin B; purified cathepsin B, fluorogenic substrate, fluorescence; inhibition, %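 (tested at 10 µM)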; 63,000 compounds, 0.1% hits; P07858; in the data active = inhibition above about 21%;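 note: 0% = enzyme with no compound and 100% = no enzyme blank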
CatS block: inhibitors of human cathepsin S. AID 501. 62,000 compounds, 0.06% hits. inhibition, %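 (tested at 5 µM per compound within 10-compound mixtures)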. recombinant cathepsin S, AMC dipeptide fluorescence, pooled mixtures. P25774; in the data active = inhibition above about 32%, passing the limit was not always enough;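 note: 0% = enzyme without compound and 100% = blank without enzyme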
Target sequence (P25774 115-331 limits assumed): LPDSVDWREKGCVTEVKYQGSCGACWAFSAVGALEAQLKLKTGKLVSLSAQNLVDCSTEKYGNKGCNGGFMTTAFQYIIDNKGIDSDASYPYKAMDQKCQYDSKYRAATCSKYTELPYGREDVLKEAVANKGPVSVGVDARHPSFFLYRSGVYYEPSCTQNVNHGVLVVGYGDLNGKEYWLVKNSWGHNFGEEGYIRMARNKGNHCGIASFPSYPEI
C1s block: blocks human complement C1s protease activity; P09871; purified C1s, fluorogenic AMC substrate, pooled mixtures; mean inhibition % of two 10-compound mixtures (hits give high values), % at 5 µM (by protocol); 62,000 compounds, 0.16% hits;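 active = inhibition above 20% in each of the two 10-compound mixture wells holding the compound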;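 note: 0% = enzyme wells lacking compound mixture and 100% = no-enzyme blank wells; some compounds called inactive have numbers as strong as hits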
CatL inh: blocks human cathepsin L protease activity; purified cathepsin L, fluorogenic substrate, fluorescence; 58,000 compounds, 0.17% hits; P07711; inhibition, %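 (tested at 10 µM)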; in the data active = inhibition above about 45%;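 note: 0% = enzyme with no compound and 100% = no enzyme blank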
Cathepsin G inh: blocks human cathepsin G enzyme activity; purified enzyme, AMC-tetrapeptide fluorescence, pooled mixtures; 62,000 compounds, 0.2% hits; inhibition, % at 5 µM (by protocol); P08311; AID 581;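 active = inhibition above 20% in each of the two mixture wells holding the compound; inactive = inhibition of 20% or less in either well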;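 note: 0% = enzyme control without mixture and 100% = blank lacking enzyme; strong numbers were not always called active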
FXIa mix inh: blocks human factor XIa in pooled compound mixtures. P03951. purified FXIa, fluorogenic substrate. inhibition, % at 5 µM. 62,000 compounds, 0.19% hits;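 note: each value is inhibition by a whole ten-compound pool holding the compound; 0% = enzyme with no mixture and 100% = wells lacking enzyme; strong numbers were not always called active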
Target sequence (P03951 19-387 limits assumed): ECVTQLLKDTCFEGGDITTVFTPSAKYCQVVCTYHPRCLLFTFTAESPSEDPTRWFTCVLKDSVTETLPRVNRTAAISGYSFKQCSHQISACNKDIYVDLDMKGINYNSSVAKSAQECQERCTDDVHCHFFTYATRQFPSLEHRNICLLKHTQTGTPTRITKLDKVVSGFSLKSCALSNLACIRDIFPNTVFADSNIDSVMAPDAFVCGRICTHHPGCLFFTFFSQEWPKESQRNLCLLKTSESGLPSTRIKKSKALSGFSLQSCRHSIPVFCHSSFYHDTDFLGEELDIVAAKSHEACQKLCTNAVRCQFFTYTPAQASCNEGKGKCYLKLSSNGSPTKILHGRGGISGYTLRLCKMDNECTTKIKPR
Target sequence (P03951 388-625 limits assumed): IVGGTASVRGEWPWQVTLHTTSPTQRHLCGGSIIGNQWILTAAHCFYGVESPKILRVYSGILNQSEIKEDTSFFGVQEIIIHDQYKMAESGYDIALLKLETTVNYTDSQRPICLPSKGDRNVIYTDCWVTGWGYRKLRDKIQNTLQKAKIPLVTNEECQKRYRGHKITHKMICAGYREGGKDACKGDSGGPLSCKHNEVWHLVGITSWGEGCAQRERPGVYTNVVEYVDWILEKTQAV
FXIIa inh mix: inhibitors of human coagulation factor XIIa, pooled mixtures | purified FXIIa, fluorogenic substrate | inhibition, % at 5 µM | 62,000 compounds, 0.2% hits | P00748;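 note: 0% = enzyme without compound and 100% = no enzyme blank; some results filed as inactive read as strong as hits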
AP ELISA ortho: orthogonal test for alternative complement pathway inhibitors; AID 1235; inhibition, % at 5 µM; Human serum alternative complement pathway, LPS-coated ELISA, C3 deposition; tested in compound mixtures; 62,000 compounds, 0.08% hits;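 active = inhibition above 30% in each of the two pooled mixtures holding the compound, so the lower value exceeds 30%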;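 note: 0% = serum in Mg-EGTA without compound and 100% = EDTA serum blank; some compounds past the cut are filed as inactive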
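Test system – human serum alternative complement pathway, C3 deposition on LPS-coated wells · Buffer or medium – diluted human serum in Mg2+-EGTA GVB++ · Compound dosing – 5 µM each compound, pools of ten, 50 µM per pool · Schedule – 1 h serum-compound exposure at 37 °C · Measured by – Anti-C3 ELISA, OD 450 nm · Read-out basis – percent inhibition of C3 deposition onto LPS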
Active calls of the source: *; / = not tested or not shown. Cut-off read from the data, not from the text of the source, unless noted: active = inhibition above about 20% (passing the limit was not always enough); inactive = the rest.

structure	CatB mixtures	CatB block	CatS block	C1s block	CatL inh	Cathepsin G inh	FXIa mix inh	FXIIa inh mix	AP ELISA ortho
Cn1c2ccccc2c2c(C(=O)N3CCC4(CC3)OCCO4)cn(C3CCCC3)c(=O)c21	2	2	-5	-22	/	4	3	4	11
C=C(C)c1cccc(C(C)(C)NC(=O)NC2CN3CCC2CC3)c1 (centres undefined)	1	3	-7	-7	5	8	-2	3	16
O=C1C2CCCN2C(c2cccnc2)N1c1ccc(Cl)cc1 (centres undefined)	-1	3	7	12	9	11	0	6	3
CC1=C(C(=O)N2CCC3(CC2)OCCO3)C2(CCC(C)CC2)OC1=O (centres undefined)	7	3	5	12	6	-11	10	36	11
CCOC(=O)N(CC)c1ccc(C(O)(C(=O)OC)C(F)(F)F)cc1 (centres undefined)	-1	2	11	-48	12	5	2	2	-6
CN(C)CCN=Cc1c(O)n(CCC2=CCCCC2)c(=O)[nH]c1=O	6	/	14	-22	10	10	-1	19	6
CC1CCC(C(=O)NC(C(=O)N2CCC3(CC2)OCCO3)C(C)C)CC1 (centres undefined)	0	0	-5	12	11	13	2	4	-1
O=C(COc1ccc2ccccc2c1)N1CCN(C2CCN(Cc3ccccc3)CC2)CC1	1	0	-4	-44	-6	11	2	-8	-16
O=C(Nc1ccc2c(c1)OCO2)c1cn(Cc2ccc(F)cc2)nn1	-3	1	-6	-22	15	-12	-2	2	-28
CCCS(=O)(=O)N1CCCC(C(=O)N2CCC3(CC2)OCCO3)C1 (centres undefined)	5	4	15	-6	7	8	5	3	6
CC(=NCCN1CCCCC1)c1c(O)[nH]c(=O)[nH]c1=O	10	3	0	1	-6	-1	8	-20	16
CC12CCCCC1N(O)CN2O (centres undefined)	5	3	3	-1	5	10	2	3	13
Cc1cccn2c(=O)c3cc(C(=O)N4CCC5(CC4)OCCO5)n(C)c3nc12	-1	1	-6	-37	-57	-4	4	5	13
C=Cn1ccnc1P(=S)(c1nccn1C=C)C1CCCCC1	3	4	-11	3	-4	9	0	11	9
CCCCn1c(O)c(C=NCCCn2ccnc2)c(=O)[nH]c1=O	5	-4	3	0	-3	-1	8	-1	14
N[C@@H](Cc1c[nH]c2ccccc12)c1nnc(SCc2ccccc2F)o1	-11	3	-5	-55	35	-5	-11	5	11
CNC(C(=O)c1ccccc1)C(OC)c1ccccc1 (centres undefined)	-6	0	2	-82	7	0	-14	5	-2
O=C1CSC2N1CCNC21CCCCC1 (centres undefined)	-1	2	6	0	14	3	7	-3	-8
Cc1ccc(OCC(=O)NCCN2CCN(C(=O)COc3ccc(C)cc3)CC2)cc1	-3	8	8	-5	-2	-8	-5	0	-12
COc1ccc(OC)c(CN2CCN(C(=O)COc3cccc(C)c3)CC2)c1	5	-4	1	0	-9	2	11	-14	18
CCOC(=O)c1ccc(N2C(=O)CC(N3CC=C(c4ccc(F)cc4)CC3)C2=O)cc1 (centres undefined)	0	4	11	1	/	1	5	16	10
CCCC(=O)c1c(O)[nH]c(=O)[nH]c1=O	-1	1	5	11	5	9	-1	2	-3
c1ccc(C2NCc3ccccc3-n3cccc32)cc1 (centres undefined)	1	0	6	14	11	9	-1	9	-7
CN(C)CCN=Cc1c(O)n(-c2cccc3ccccc23)c(=O)[nH]c1=O	5	0	-10	15	1	14	7	-13	3
Cc1ccc2c(c1)CC1(CN2C)C(=O)NC(=O)N(C(C)C)C1=O (centres undefined)	6	-3	6	2	3	2	4	11	9
Cc1ccc(C(=O)C2CN3CCC2CC3)cc1 (centres undefined)	7	4	11	9	7	7	13	0	14
CC(=NCc1cccnc1)c1c(O)n(Cc2ccccc2)c(=O)[nH]c1=O	8	3	-1	15	6	12	1	2	17
CCn1c(C)c(C(=O)O)c2cc(OC)ccc21	5	2	-11	17	-2	14	5	-7	16
CC1(C)CC(=O)C(C=NCCN2CCN(C(=O)Cc3ccc(Cl)cc3)CC2)=C(O)C1	3	2	17	5	14	8	3	0	1
O=C1NCN(c2ccccc2)C12CCNCC2	2	7	27	-19	20	-11	1	-18	-15
Cc1ccc(-n2c(O)c(C=NCCN3CCOCC3)c(=O)[nH]c2=O)cc1	0	4	-4	-53	24	10	9	5	5
CCN(CC)CCCN=Cc1c(O)n(Cc2ccc(F)cc2)c(=O)[nH]c1=O	4	1	11	10	16	10	11	12	-3
CSc1nnc(C2CCNCC2)n1C	6	0	3	15	-4	12	7	-1	1
COc1cccc(N2C(=O)CC(=O)NC2=O)c1	15	-1	4	25	2	21	14	13	11
CCCS(=O)(=O)N1CCC(C(=O)N2CCC3(CC2)OCCO3)CC1	3	4	1	3	1	9	4	6	13
C=CCn1c(O)c(C(C)=Nc2ccc(N(C)C)cc2)c(=O)[nH]c1=O	2	-1	12	-1	9	-1	3	-23	11
O=c1c2ccccc2nc(-c2cccs2)n1-c1cnccn1	-18	4	-14	7	18	-13	-33	0	3
O=C(c1ccncc1)C12CN3CN(CN(C3)C1)C2	6	/	2	8	1	2	7	1	7
Cc1cc(OC(=O)CCNC(=O)OC(C)(C)C)c2c3c(c(=O)oc2c1)CCC3	6	-1	-3	16	1	10	5	-20	8
Cc1cccc(CN(C)C)c1OC(=O)N(C)C	3	0	4	12	-3	9	8	5	15
O=c1c2ccccc2nc(-c2ccco2)n1-c1ccccn1	-6	-2	-3	-81	11	-11	2	6	2
Cc1cc(N2C(=O)C3CCCN3C2c2ccc(Cl)c(Cl)c2)no1 (centres undefined)	3	9	15	-41	15	15	0	6	6
OC12CCCCC1C(c1ccccc1)NCC2 (centres undefined)	-3	6	-16	-64	0	0	-4	4	9
O=C1CCCC2C3CCCN4CCCC(CN12)C34 (centres undefined)	-4	-1	-4	4	8	10	1	2	10
CC(=O)[C@H]1CC[C@H]2[C@@H]3CC[C@H]4C[C@H](O)CC[C@]4(C)[C@H]3C(=O)C[C@]12C	-1	5	23	-11	16	7	4	0	5
Cc1[nH]c2ccccc2c1C1=CCNCC1	1	1	-4	14	11	5	4	6	10
CCCCn1c(O)c(C(C)=Nc2cccc(C(=O)O)c2)c(=O)[nH]c1=O	5	2	-3	-1	2	2	6	-19	-1
CNCCc1c[nH]c2ccccc12	-5	1	4	2	0	3	4	13	5
COc1ccc(C(=O)C(C)(C)NO)cc1	4	2	-7	-21	-2	-3	1	-18	13
CCOC(=O)C1CN(C)CCC1=O (centres undefined)	1	6	-5	14	1	10	4	4	6

A draw from above in order of molar mass, smallest number first:
structure	CatB mixtures	CatB block	CatS block	C1s block	CatL inh	Cathepsin G inh	FXIa mix inh	FXIIa inh mix	AP ELISA ortho
Cc1[nH]c2ccccc2c1C1=CCNCC1	1	1	-4	14	11	5	4	6	10
COc1cccc(N2C(=O)CC(=O)NC2=O)c1	15	-1	4	25	2	21	14	13	11
O=C(c1ccncc1)C12CN3CN(CN(C3)C1)C2	6	/	2	8	1	2	7	1	7
O=C1CCCC2C3CCCN4CCCC(CN12)C34 (centres undefined)	-4	-1	-4	4	8	10	1	2	10
O=c1c2ccccc2nc(-c2ccco2)n1-c1ccccn1	-6	-2	-3	-81	11	-11	2	6	2
C=CCn1c(O)c(C(C)=Nc2ccc(N(C)C)cc2)c(=O)[nH]c1=O	2	-1	12	-1	9	-1	3	-23	11
CC(=NCc1cccnc1)c1c(O)n(Cc2ccccc2)c(=O)[nH]c1=O	8	3	-1	15	6	12	1	2	17
CCN(CC)CCCN=Cc1c(O)n(Cc2ccc(F)cc2)c(=O)[nH]c1=O	4	1	11	10	16	10	11	12	-3

Following part:
Order of results: CatB mixtures, CatB block, CatS block, C1s block, CatL inh, Cathepsin G inh, FXIa mix inh, FXIIa inh mix, AP ELISA ortho
> Cc1ccc2occ(CN3CC4CC(C3)c3cccc(=O)n3C4)c(=O)c2c1 (centres undefined)
  1, 4, 8, 4, /, 9, -1, -19, 3
> CCN(CC)CCCN=Cc1c(O)n(-c2cccc(C)c2C)c(=O)[nH]c1=O
  4, 8, 20, -10, 19, -10, 5, 0, -29
> CCC(=Nc1ccccc1NC(C)=O)c1c(O)n(C)c(=O)n(C)c1=O
  1, 4, 4, 6, 10, 8, 2, 6, 0
> O=C1c2ccccc2C2(c3ccc(Cl)cc3)NCCN12 (centres undefined)
  23, 0, 2, 7, /, -1, 2, 2, 2
> OCCOCC#CCN1CCOCC1
  -1, 0, 16, -18, 21, 7, 10, 5, 5
> Cc1ccc(-c2nc3ccccc3c(=O)n2-n2cccc2)cc1
  0, -2, -4, -9, 10, 6, 5, 1, 15

These rows are one share of the data, so the mix of outcomes need not match the whole.
